Bioassay records (PubChem)
NadD inh = inhibitors of Staphylococcus aureus NadD. inhibition, % at 20 µM. 360,000 tested, 0.78% active. purified NadD enzyme, colorimetric absorbance read-out; in the data active = inhibition above about 26%; note: some compounds past the cut are filed as inactive
STEP block = inhibitors of human striatal-enriched phosphatase STEP; P54829; recombinant STEP, OMFP fluorogenic substrate, fluorescence; inhibition, % at 20 µM; 360,000 tested, 0.25% active; AID 588621;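 active = inhibition at 20 µM, scaled per plate between control wells, above about 37%, limit read from the data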;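 note: 0% = DMSO with enzyme and substrate and 100% = substrate only without enzyme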
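System: STEP (striatal-enriched tyrosine phosphatase) enzyme, cell-free; medium: Bis-Tris pH 6.0 buffer with DTT, detergent; dosing: 20 µM, 1% DMSO; times: reaction 20 min, ambient temperature; detection: fluorescence, 480/540 nm; read-out basis: normalized % inhibition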
LMPTP block = blocks human LMPTP phosphatase; P24666; recombinant LMPTP-A, OMFP fluorogenic substrate, fluorescence intensity; inhibition, % at 20 µM; 360,000 tested, 0.22% active;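 active = compounds that cut the enzyme signal by at least half of the control window in the single-dose screen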;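 note: plate controls were DMSO wells with enzyme plus substrate for no effect and substrate without enzyme for full effect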
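material = LMPTP-A | quantity = 0.625 nM enzyme | reagent = OMFP substrate, 400 µM final | buffer or medium = Bis-Tris pH 6.0, DTT, detergent | detection = endpoint fluorescence intensity from OMFP dephosphorylation | dosing = single 20 µM dose | read-out basis = % inhibition relative to no-enzyme and uninhibited control wells | control set = no-enzyme and uninhibited controls | timing = 50 min at room temperature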
Scp1 inh = blocks human Scp-1 phosphatase activity; inhibition, % at 20 µM; Q9GZU7; Recombinant Scp1, phosphopeptide, malachite green phosphate absorbance; 340,000 tested, 0.88% active;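 active = inhibition above about 50% at 20 µM, limit read from the data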;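 note: plate controls were DMSO wells with enzyme for no effect and wells lacking enzyme for full effect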
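Incubation: 45 min enzyme reaction at room temperature / System: truncated SCP-1 phosphatase (76-261aa) / Reagent: Phospho 17-mer peptide substrate / Buffer or medium: Acidic Tris acetate buffer with magnesium and detergent / Signal: absorbance at 630 nm / Doses: one concentration, 20 µM, with 1.0% DMSO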
SUMO1 PPI mod = alters human SUMO1 binding to SIM partners | P63165 | SUMO1 binding to a labelled peptide, TR-FRET, 1 h | inhibition, % at 20 µM | 360,000 tested, 0.33% active; in the data active = inhibition above about 37%
MLLE-PAM2 inh = blocks PAM2 peptide binding to the PABP1 MLLE domain | AID 588489 | 360,000 tested, 0.36% active | GST-MLLE / FITC-PAM2 fluorescence polarization | inhibition, % at 20 µM | P11940; in the data active = inhibition above about 35%, passing the limit was not always enough;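 note: plate controls were DMSO wells with GST-MLLE for no effect and wells lacking GST-MLLE protein for full effect; some results filed as inactive read as strong as hits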
Target sequence (P11940 whole entry, looked up, the tested form may be a part): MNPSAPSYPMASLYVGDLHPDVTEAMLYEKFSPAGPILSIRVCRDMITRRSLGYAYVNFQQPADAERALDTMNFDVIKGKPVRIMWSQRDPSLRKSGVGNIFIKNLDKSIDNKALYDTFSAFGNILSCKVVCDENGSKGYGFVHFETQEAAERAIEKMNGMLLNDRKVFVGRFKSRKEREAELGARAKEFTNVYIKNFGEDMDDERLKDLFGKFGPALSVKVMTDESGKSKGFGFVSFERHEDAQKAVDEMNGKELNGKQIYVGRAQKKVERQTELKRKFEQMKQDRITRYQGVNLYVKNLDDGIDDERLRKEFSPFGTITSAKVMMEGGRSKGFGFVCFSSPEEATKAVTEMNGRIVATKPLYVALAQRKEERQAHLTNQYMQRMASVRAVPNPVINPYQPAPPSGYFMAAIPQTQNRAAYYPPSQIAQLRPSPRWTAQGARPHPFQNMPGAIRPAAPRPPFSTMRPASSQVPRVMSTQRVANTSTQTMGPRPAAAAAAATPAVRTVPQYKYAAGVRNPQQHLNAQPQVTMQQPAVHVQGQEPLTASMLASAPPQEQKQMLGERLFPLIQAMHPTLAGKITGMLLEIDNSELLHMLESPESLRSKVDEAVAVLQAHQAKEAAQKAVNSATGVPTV
CSN inh = CSN deneddylation inhibition; Q92905; Purified CSN, SCF-Nedd8-OG deneddylation, fluorescence polarization; inhibition, % at 12.5 µM; 360,000 tested, 0.38% active; AID 651999;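 active = pattern-corrected inhibition above about 35%, with an unprinted fluorescence ratio check between 0.5 and 1.5, limit read from the data, passing the limit was not always enough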;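 note: 0% = enzyme with substrate and 100% = substrate without enzyme; some results filed as inactive read as strong as hits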
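assay system = purified human Csn5 enzyme expressed in HEK293T cells | amount = 0.24 nM enzyme | buffer or medium = Tris/NaCl/DTT buffer, pH 7.5 | reagent = 10 nM SCFSkp2-Nedd8OG | compound = one concentration, 12.5 µM, 0.25% DMSO | times = 90 min reaction at room temperature | signal = FP | read-out basis = % inhibition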
Rpn11 block = blocks the human proteasome subunit Rpn11; O00487; human 26S proteasome, Ub4-pepOG fluorescence polarization; 20S core pre-blocked with epoxomicin; calls only at 20 µM; 360,000 tested, 0.59% active; AID 588493;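 active = inhibition at 20 µM, scaled to each plate's controls, above about 33%, limit read from the data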
Target sequence (O00487 whole entry, looked up): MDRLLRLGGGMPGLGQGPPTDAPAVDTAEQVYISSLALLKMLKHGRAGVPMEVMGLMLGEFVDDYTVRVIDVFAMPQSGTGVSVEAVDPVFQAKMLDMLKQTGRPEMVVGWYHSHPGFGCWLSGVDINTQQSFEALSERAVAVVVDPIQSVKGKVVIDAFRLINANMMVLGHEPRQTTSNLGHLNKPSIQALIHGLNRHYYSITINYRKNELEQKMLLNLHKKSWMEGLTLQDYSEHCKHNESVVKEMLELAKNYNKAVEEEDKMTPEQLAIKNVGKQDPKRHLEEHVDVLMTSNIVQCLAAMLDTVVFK
Tb MetRS inh = Trypanosoma brucei MetRS inhibition | purified T. brucei MetRS, ATP depletion, Kinase-Glo luminescence | inhibition, % at 11.9 µM | 360,000 tested, 0.4% active | AID 624268;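 active = inhibition above a per-plate cutoff of the control wells' mean inhibition plus 3 SD, cut at about 5.5% in these data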;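 note: 0% = DMSO wells median and 100% = median of wells with control inhibitor compound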
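Assay system: T. brucei methionyl-tRNA synthetase, purified | Medium: HEPES buffer with MgCl2, KCl, DTT, spermine, BSA, pyrophosphatase | Compound: 11.9 µM single point | Incubation: 15 min enzyme-compound preincubation, 2 h reaction, 10 min detection, 25 °C | Measured by: Kinase-Glo luciferase luminescence reporting remaining unconsumed ATP | Measure: % inhibition normalized to control-well medians | Replication: Singlicate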
DNMT1 block = blocks human DNA methyltransferase DNMT1 | DNMT1 molecular beacon, Hinp1I cleavage, fluorescence | P26358 | 360,000 tested, 0.83% active | AID 588458 | inhibition (reported as % activation of signal), % at 10 µM; in the data active = inhibition above about 50%
* hit, by the source's call; i = inactive; x = no result given; + = active, no number.

mol | NadD inh | STEP block | LMPTP block | Scp1 inh | SUMO1 PPI mod | MLLE-PAM2 inh | CSN inh | Rpn11 block | Tb MetRS inh | DNMT1 block
O=c1cccccc1NN=C1CCCCCC1 | 3 | -2 | -0.2 | -14 | -6 | 18 | 4 | i | 0.0 | 0
CC1CCCCN1C(=O)c1cc(S(=O)(=O)N2CCCCC2)c[nH]1 (centres undefined) | -1 | -2 | -0.6 | -7 | 8 | -6 | -3 | i | -0.5 | 0
O=C(NCCO)c1cccc(Nc2nc(-c3ccccc3)c3cc(Cl)ccc3n2)c1 | -15 | 0 | 1.6 | -6 | -7 | 2 | -1 | i | -0.7 | -9
O=c1[nH]c2cc3c(cc2cc1C(c1nnnn1CC1CCCO1)N1CCCCCC1)OCCO3 (centres undefined) | 1 | 4 | -2.2 | 2 | -9 | -5 | 3 | i | 0.2 | -7
O=C(Nc1ccc(N2CCCC2)cc1)c1cc2ccccc2o1 | 24 | 1 | 26 | 0 | -27 | -12 | 19 | + | -1.2 | 65*
COc1ccccc1C(=O)N(C1=NC(C)CS1)c1ccc(Cl)cc1 (centres undefined) | 2 | 2 | 1.3 | 5 | 2 | 9 | -3 | i | 0.0 | 0
Cc1cc(C)n2nc(SCC(=O)c3ccccc3)nc2n1 | 8 | 1 | -0.6 | -8 | 2 | 17 | 10 | i | 0.1 | 4
N#Cc1nc(-c2ccc(Cl)cc2)oc1NCC1CCCO1 (centres undefined) | -7 | -5 | -1.2 | 0 | -3 | 4 | 2 | i | -0.4 | 0
CCOC(=O)N1CCC(NC(=O)CN2C(=O)C(CC)Oc3ccc(C)cc32)CC1 (centres undefined) | -2 | 2 | -0.9 | -3 | -7 | 7 | 1 | i | -1.0 | 2
CN(C)S(=O)(=O)c1cc(NC(=O)CN2CCOCC2)ccc1Cl | -4 | -1 | -1.7 | 9 | 1 | -2 | -3 | i | -1.3 | 0
COc1cc2c3c(c1OC)C1(C=CC(=NNC(N)=O)C=C1)CC3N(C(C)=O)CC2 (centres undefined) | -1 | -1 | -0.7 | -3 | -13 | -7 | -3 | i | -0.7 | -8
Cc1ccc(NC(=O)CN(C)C(=O)Cc2ccc(Cl)c(Cl)c2)cc1 | -6 | -3 | 2.2 | -6 | 2 | -3 | -1 | i | 2.7 | 1
CCOC(=O)[C@@H]1[C@H]2COc3ccc(Br)cc3[C@@H]2N2C(=O)N(c3ccccc3)C(=O)[C@@]12C | -4 | -4 | 0.2 | 0 | 6 | 0 | -1 | i | -0.3 | 0
C/C(CC(=O)NC(C)c1ccccc1)=N\NC(N)=S (centres undefined) | -2 | -1 | -1.4 | -8 | -3 | -16 | -3 | i | -0.2 | 2
CC(=O)NNC(=S)Nc1cc(S(=O)(=O)N(C)C)ccc1C | -4 | -3 | -1.3 | -3 | -3 | -13 | 0 | i | 0.3 | 3
Cc1ccccc1N1CCN(C2CCCN(C(=O)CCn3cnnn3)C2)CC1 (centres undefined) | -2 | -1 | -0.3 | -8 | -5 | -7 | 0 | i | -0.2 | 0
CCc1nnc(NC(=O)CSc2nnc(C3CCCCC3)n2-c2ccccc2)s1 | 1 | 0 | -0.6 | -4 | 6 | 6 | 2 | i | -0.4 | 0
Cc1ccc(-c2cc(C(=O)NCc3ccco3)c3ccccc3n2)s1 | 11 | 5 | 2.1 | -1 | -3 | 10 | 3 | i | -0.5 | 2
CC1CCN(C(=S)NC(=O)c2ccc(C(C)(C)C)cc2)CC1 | 2 | 5 | 1.2 | -5 | 45* | 18 | 5 | i | -0.5 | 0
O=C(c1ccco1)N1CCN(C(=O)c2cc3cc([N+](=O)[O-])ccc3oc2=O)CC1 | 0 | -2 | -0.6 | 0 | -13 | -1 | -6 | i | -0.2 | 0
O=C(Cc1cccc2ccccc12)NN=Cc1ccc2c(c1)CCC2 | 4 | -2 | 0.2 | x | -2 | -5 | -3 | i | -0.3 | 27
COc1ccc(C(=O)NC(=S)NCc2ccccc2)cc1OC | 3 | 0 | 2.0 | -9 | 1 | 26 | 2 | i | -0.1 | -2
CC(=O)c1sc2nc(-c3ccco3)ccc2c1N | 4 | 15 | 20 | 79* | 29 | 30 | 37 | i | 1.1 | 67*
COc1ccc2c(C)c(CC(=O)N3C[C@H]4C[C@@H](C3)c3cccc(=O)n3C4)c(=O)oc2c1OC | 2 | 1 | -1.0 | -1 | -4 | 5 | 3 | i | 1.5 | 0
CCOc1ccc2oc(C(=O)N3CCCN(C)CC3)c(C)c2c1 | -5 | 6 | 0.1 | -2 | 0 | 14 | 1 | i | 0.0 | -2
Cc1ccc(-n2c(SCC(=O)Nc3ccc4c(c3)OCCO4)nnc2-c2ccco2)cc1 | 2 | 1 | -0.3 | -13 | -4 | -4 | -2 | i | 0.3 | 0
O=C(NCCN1CCOCC1)C1CC(=O)N(c2ccc(F)cc2)C1 (centres undefined) | 1 | -2 | 0.0 | 4 | 1 | 2 | 0 | i | -0.4 | 2
CCOC(=O)C1CCN(C(=O)COc2ccc(S(=O)(=O)NC(C)(C)C)cc2)CC1 | -5 | -4 | -0.5 | 3 | -3 | 1 | 3 | i | -1.1 | 0
O=C(NCC(=O)N1CCCC(C(F)(F)F)C1)c1ccc(Oc2ccccc2)cc1 (centres undefined) | -6 | 3 | 0.9 | -5 | 2 | 5 | -1 | i | -0.2 | 0
NC(=O)c1cc(S(=O)(=O)NCCCc2ccccc2)cs1 | 0 | 2 | -0.2 | -10 | 4 | 4 | -7 | i | -0.4 | 2
Cn1c(=O)c(=O)n(C)c2cc(S(=O)(=O)N3CCN(c4ccc(F)cc4)CC3)ccc21 | 9 | 2 | -1.0 | -8 | 1 | -4 | -3 | i | 0.5 | 10
CN(CC(=O)N1CCN(c2cccc(Cl)c2)CC1)S(=O)(=O)c1cccs1 | -2 | -4 | -1.4 | -4 | -1 | -8 | -5 | i | -0.6 | 0
CC[n+]1c(C)sc2c3ccsc3ccc21 | 10 | 1 | -0.8 | 5 | -3 | -69 | 0 | i | -0.1 | -3
Cc1ccc(NS(=O)(=O)c2ccc(C(=O)N3CCCCCC3)cc2)cc1 | 0 | -2 | -0.8 | -8 | 4 | 2 | -3 | i | -0.4 | 5
O=C1CCCc2sccc2N1 | -1 | 0 | -1.4 | -4 | 3 | 11 | 4 | i | 0.9 | 3
CCOC(=O)CC(NC(=O)c1cc2cc(Br)ccc2oc1=O)c1cccc([N+](=O)[O-])c1 (centres undefined) | -8 | 2 | 0.7 | -15 | -8 | 2 | -3 | i | 0.3 | 3
O=C(CSc1nnc(Cc2cc(=O)[nH]c(=O)[nH]2)n1-c1ccccc1)N1CCCCC1 | -4 | 0 | -0.7 | -8 | 3 | -10 | -5 | i | 0.1 | 1
CC1(C(=O)NS(=O)(=O)c2ccc(Br)cc2)CCN1C(=O)CCc1cccs1 (centres undefined) | -3 | 0 | 2.4 | x | 4 | 6 | -1 | i | -0.3 | 8
COc1ccc(C(=O)N/C(=C\c2ccccc2)C(=O)N2CCOCC2)cc1 | 4 | 2 | 1.0 | -10 | -3 | -2 | 5 | i | -0.1 | 2
CC(OC(=O)c1ccccc1C(=O)O)c1ccccc1 (centres undefined) | -3 | 1 | -0.9 | 0 | -2 | -8 | -3 | i | -0.5 | -6
O=C(CCCOC(=O)c1ccc(O)cc1O)c1ccc(F)cc1 | -2 | 4 | 1.1 | 2 | 2 | -4 | 2 | i | 0.0 | 3
CCc1ccccc1NS(=O)(=O)c1cc2c3c(c1)CCN3C(=O)CC2 | -2 | -1 | -0.2 | 1 | 8 | -13 | -1 | i | 0.4 | 0
CCOc1ccc(NC(=O)c2sc(N3CCOCC3)nc2-c2ccccc2)cc1 | 1 | 1 | 1.5 | -6 | -1 | -14 | -10 | i | -0.5 | 1
CC(C)Oc1cccc(OCCN2C(=O)c3ccccc3C2=O)c1 | -13 | 4 | 0.4 | -4 | -3 | -2 | 1 | i | -0.6 | -4
CC(NC(=O)COC(=O)c1cc(NS(=O)(=O)c2ccc(Cl)c([N+](=O)[O-])c2)ccc1O)C1CC2CCC1C2 (centres undefined) | 25 | -1 | 2.5 | -14 | -9 | 14 | -3 | i | 0.3 | 3
O=C(O)CCSc1nc2ccccc2n1CCOc1ccccc1 | 9 | 0 | -1.1 | -8 | 2 | -92 | 0 | i | 0.3 | 6
